# FLuc inh = blocks purified firefly luciferase enzyme activity; P08659; purified P. pyralis luciferase, luminescence, biochemical; Potency, µM (series often up to 115 µM), for the others: at the highest dose activity change, negative = inhibition, most hits filed as inhibitors; hit rate 2.5% among 76,000; AID 1347043; note: potency is the fitted concentration of half-maximal effect; nearly all actives have a fitted effect of over 65% in size
#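 Purified 10nM P. pyralis luciferase with 10uM D-luciferin and 10uM ATP in 50mM Tris acetate pH 7.5, 10mM Mg acetate, 0.01% Tween-20, 0.05% BSA. qHTS titration; luminescence read by CCD imager.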
# GPT2 inh = inhibitors of human GPT2 alanine aminotransferase | Potency, µM (doses to about 57.7 µM), for the others: at the top dose activity change, negative = inhibition, usual class: inhibitors | Recombinant GPT2, coupled pyruvate oxidase/HRP Amplex Red fluorescence | AID 1671188 | hit rate 0.25% among 100,000; note: potency is the fitted concentration of half-maximal effect; nearly all actives have a fitted effect of over 60% in size; many of its hits are not listed in these tables
# Target sequence (Q8TD30 whole entry, looked up): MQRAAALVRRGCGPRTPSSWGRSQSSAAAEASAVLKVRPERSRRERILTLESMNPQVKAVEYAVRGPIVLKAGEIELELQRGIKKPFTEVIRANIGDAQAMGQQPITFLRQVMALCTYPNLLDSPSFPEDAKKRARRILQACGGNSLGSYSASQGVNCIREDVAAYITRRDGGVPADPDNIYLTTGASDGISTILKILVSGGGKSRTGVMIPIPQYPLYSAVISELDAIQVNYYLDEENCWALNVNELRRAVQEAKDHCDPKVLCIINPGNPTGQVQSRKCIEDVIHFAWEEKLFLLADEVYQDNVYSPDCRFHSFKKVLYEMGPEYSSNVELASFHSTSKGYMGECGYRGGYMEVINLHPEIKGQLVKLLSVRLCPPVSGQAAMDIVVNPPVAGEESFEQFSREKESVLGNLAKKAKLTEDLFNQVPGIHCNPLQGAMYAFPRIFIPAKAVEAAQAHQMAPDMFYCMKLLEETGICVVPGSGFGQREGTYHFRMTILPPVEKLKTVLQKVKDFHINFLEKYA
#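 Recombinant GPT2 (10ng/uL) with 250uM a-KG and 2mM L-alanine, 30 min at room temperature, in HEPES pH 7.5 buffer. Pyruvate detected by pyruvate oxidase/HRP/Amplex Red fluorescence after 30 min in the dark; AOA (50uM) as positive control.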
# HEK cytotox = cytotoxic compounds in HEK 293 cells. HEK 293 viability, ATP luminescence (CellTiter-Glo), 48-72 h. Potency, µM (doses to about 115 µM), inactives show at the top dose activity change, negative = cytotoxicity, hits mostly inhibitors. hit rate 6.6% among 94,000; note: potency is the fitted concentration of half-maximal effect; nearly all actives have a fitted effect of over 60% in size
#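 250 HEK 293 cells/well; compound by pintool; incubated 48 or 72 hr at 37 degree Celsius; CellTiter-Glo added, 10 min RT, luminescence imaged.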
# SNCA expr inh = SNCA gene expression inhibition | HEK-293 SNCA-luciferase knock-in, luminescence, 24 h | Potency, µM (titrated, usually from 57.2 µM), for the others: at the top dose activity change, negative = inhibition, actives largely listed as inhibitors | hit rate 0.17% among 140,000 | AID 1671194;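 note: potency is the fitted concentration of half-maximal effect; plate controls were DMSO cells for no effect and cell-free wells for full effect; nearly all actives have a fitted effect of over 45% in size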
# SNCA viab count = cell viability loss counter-screen. HEK-293-SNCA-luc viability, GF-AFC fluorescence, 24 h. Potency, µM (doses to about 57.1 µM), without a hit: top-dose activity change, negative = cytotoxicity, most hits filed as cytotoxic. hit rate 0.12% among 150,000. AID 1671193;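 note: potency is the fitted concentration of half-maximal effect; 0% = DMSO-treated cells and -100% = medium-only wells without cells; nearly all actives have a fitted effect of over 30% in size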
#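 HEK-293-SNCA-luc cells (1500/well) plated 24 h, then exposed 24 h to a dilution series; GF-AFC added 30 min at 37C, fluorescence 405/540 nm; normalised to medium-only and DMSO wells, Hill fit.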
# IP6K1 inh = blocks human inositol hexakisphosphate kinase 1; activity change, % (series mostly up to about 58 µM); IP6K1 kinase, ADP-Glo luminescence, 2 h; active compounds read low; Q92551; hit rate 0.81% among 140,000; in the data active = activity change below about -25%
# Target sequence (Q92551 whole entry, looked up): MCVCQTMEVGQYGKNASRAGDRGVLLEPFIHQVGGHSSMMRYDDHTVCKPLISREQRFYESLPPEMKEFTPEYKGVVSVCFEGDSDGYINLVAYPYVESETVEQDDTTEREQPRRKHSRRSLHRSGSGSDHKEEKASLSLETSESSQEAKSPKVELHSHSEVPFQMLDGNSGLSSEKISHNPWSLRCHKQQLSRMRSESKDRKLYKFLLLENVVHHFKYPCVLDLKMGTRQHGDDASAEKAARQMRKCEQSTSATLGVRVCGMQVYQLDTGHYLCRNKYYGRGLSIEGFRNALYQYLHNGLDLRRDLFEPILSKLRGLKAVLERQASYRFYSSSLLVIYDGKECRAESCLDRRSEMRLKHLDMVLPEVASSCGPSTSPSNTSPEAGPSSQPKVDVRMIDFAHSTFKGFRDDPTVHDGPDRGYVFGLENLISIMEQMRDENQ
#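 ADP-Glo luminescence measures ADP made by human IP6K1 during a 2 h RT reaction with ATP/IP6 (mix at 1.3 mM/130 uM); top library doses 57.5 and 19.1 uM final.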
# 3T3 cytotox = cytotoxic compounds in NIH 3T3 cells; NIH 3T3 viability, CellTiter-Glo ATP luminescence, 48-72 h; Potency, µM (doses to about 96.7 µM), for the others: at the highest dose activity change, negative = cytotoxicity, usual class: inhibitors; hit rate 4.3% among 94,000; note: potency is the fitted concentration of half-maximal effect; nearly all actives have a fitted effect of over 55% in size
#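 Cells were seeded at 400 per well, treated with pin-transferred compound, and kept 48 or 72 hr at 37 °C before CellTiter-Glo addition and luminescence imaging of cellular ATP.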
# The depositor's hits bear a star; i = inactive; ? = inconclusive; . = no result given; [ ] = dose if it differs, or a comment. Unless noted, calls come from the whole dose curve; as a rule, active = well fitted curve in the direction sought with a large enough effect; inconclusive = small, poorly fitted or top-dose-only effect, or another doubt; inactive = no such curve, though single readings can be large; an effect the other way counts as inactive or inconclusive. Unless noted, % is set by controls: 0 for no effect and ±100 for the full control effect. Rows were taken by chance; any-hit rate near 7.8%.
smiles | FLuc inh | GPT2 inh | HEK cytotox | SNCA expr inh | SNCA viab count | IP6K1 inh | 3T3 cytotox
COC[C@@H]1CN(C(=O)c2ccc3c(c2)OCO3)C[C@H]1c1ccccn1 | -3.7% | ? | -15.5% | ? | -12.8% | 9.0 | -24.2%
CSc1ccc(-c2ccccc2CN)cc1 | . | -10.9%[88.5 µM] | ? | 1.3%[87.6 µM] | 0.2%[87.6 µM] | -16.7 | ?
Cc1cnc(C(=O)N2CC3CC(C2)[C@@H]2CCCC(=O)N2C3)cn1 (some centres undefined) | -4.2% | i | -3.6% | -27.6% | 3.4% | 7.1 | i
CCOC(=O)c1ccc(-c2ccc(/C=C(\C#N)c3nc4ccc(C)cc4[nH]3)o2)cc1 | . | . | . | 52.4%[activator] | ? | -4.1 | .
COc1ccc(Cl)cc1C(=O)N1CCC2(CC1)N(C)C(=O)CS2(=O)=O | 0.3% | i | -2.6% | -28.3% | 3.0% | -1.6 | -11.8%
CSc1ccc(-c2cccc(CN3CCC(NC(=O)c4cccnc4)CC3)c2)cc1 | . | . | -9.5% | . | . | 2.5 | -15.7%
O=C(COCc1cc(-c2ccc(F)cc2)on1)Nc1cc(Cl)cc(Cl)c1 | . | . | . | 33.1%[activator] | 6.9% | 40.4 | .
Cc1ccc(S(=O)(=O)Nc2ccc(C)n(CC(=O)Nc3cccc(C)c3C)c2=O)cc1 | -10.0% | i | -4.0% | 5.7% | 8.8% | 4.2 | -16.0%
c1ccc(CN(Cc2nc(-c3ccccn3)no2)CC2CC2)cc1 | 0.3% | i | ? | -0.5% | 2.8% | -13.5 | 1.2%
O=C(CN1C2=NCCN2c2ccccc21)c1ccc(-c2ccccc2)cc1 | . | 1.6% | . | . | 0.9% | 11.6 | .
COc1ccc(C(=O)N2CCC(c3nc(CCOCC4CCOCC4)no3)C2)cn1 (centres undefined) | . | -8.9% | i | -5.0% | 2.9% | -10.3 | i
CC[C@H](C)n1cc(C)c2c(C(=O)NCc3c(C)cc(C)[nH]c3=O)cc(-c3ccc(N4CCNCC4)nc3)cc21 | . | -11.3% | . | 6.5% | -13.8% | . | .
COCCN(Cc1ccco1)C(=O)c1cc2c(=O)[nH]c3ccc(C)cc3c2s1 | . | . | . | -4.1% | 22.6% | 15.8 | .
COc1ccc(Nc2nnc(-n3nc(C)cc3C)c3ccccc23)cc1 | . | . | . | -15.1% | -13.1% | -1.3 | .
CNC(=O)c1cc(C2CC2)nc2onc(C3CCN([S+](=O)([O-])CCC(F)(F)F)C3)c12 (centres undefined) | . | . | ? | . | . | 8.7 | ?
CCC(=O)N1CCc2cc(CNC(=O)Nc3ccc(OC)cc3OC)ccc21 | . | . | . | -1.1% | 3.0% | -6.3 | .
CNCc1c(F)cccc1F | . | -7.7%[88.5 µM] | -10.8%[230 µM] | 19.9%[87.6 µM] | -12.6%[87.6 µM] | -1.8 | -19.6%[174 µM]
Cc1cccc(C(=O)NC2=NC(c3ccc(Cl)cc3)CC(=O)N2)c1 (centres undefined) | . | . | . | -0.6% | -6.5% | -21.6 | .
COCCNC(=O)c1ccc2nnc(-c3cccc([S+](C)(=O)[O-])c3)n2c1 | . | 2.3% | i | -13.7% | -1.9% | 7.9 | -14.1%
CCN(CC)Cc1nc(C2(O)CCN(Cc3ccc(F)cc3)CC2)cs1 | -0.6%[172 µM] | -9.1%[88.5 µM] | ? | -10.5%[87.6 µM] | -9.3%[87.6 µM] | 11.6 | ?
CCN(C(=O)Cn1cc(C(=O)c2ccc(F)cc2)c(=O)c2ccc(C)nc21)c1cccc(C)c1 | . | . | . | 3.2% | -25.9% | 3.9 | .
O=C(CCC1CCCN(S(=O)(=O)c2ccc(F)cc2)C1)NCc1ccccc1 (centres undefined) | -17.5% | i | ? | -16.3% | -15.9% | 0.4 | -15.1%
Cc1nc(C)c(C(=O)N2CCCCCCNC(=O)[C@@H]3CCCC[C@@H]32)s1 | 4.9% | 0.3% | -6.9% | -6.5% | -7.7% | 0.5 | -16.4%
Cc1cccc(C(=O)N2CC(c3nnc(-c4ccncc4)o3)C3(CCOCC3)C2)c1 (centres undefined) | -8.6% | i | -2.4% | -14.7% | 1.6% | 28.0 | -6.5%
O=C1NC(C(=O)N2CCOCC2)Cn2cccc21 (centres undefined) | -1.4% | 2.0% | -2.1% | ? | 5.9% | 3.4 | -2.9%
O=C(Cc1ccc(F)cc1)N1CCC(C(=O)N2CCC(c3ccccc3)CC2)CC1 | . | -12.3% | ? | -11.3% | -12.4% | 24.8 | ?
C[S+](=O)([O-])Nc1cccc(Nc2cnc3ccc(-c4ccccc4)nn23)c1 | ? | ? | ? | ? | 10.3%[87.6 µM] | -14.0 | ?
CCOC(=O)c1cccc(NC(=O)N2CC[C@@H](CC(=O)N(C)CCC#N)[C@@H](CC)C2)c1 | -9.2%[172 µM] | ? | ? | -15.7%[87.6 µM] | -12.7%[87.6 µM] | 8.2 | -29.7%[174 µM]
N#Cc1ccc(C(=O)N2CCN(c3cc(-c4cccs4)[nH]n3)CC2)cc1 | 1.6% | i | ? | -8.8% | -0.2% | -6.0 | ?
Cc1c(C(=O)N2CCCCCC2)c(S(=O)(=O)Nc2ccc(OC(F)(F)F)cc2)c(C)n1C | . | . | . | -7.3% | -4.1% | -2.1 | .
Cn1c2c(c3cc(F)ccc31)CN(C(=O)Nc1ccc(F)c(Cl)c1)CC2 | ? | -13.0% | 31.6µM* | ? | ? | -7.8 | 12.6µM*
COc1cccc2cc(-c3nc(-c4ccc(Cl)cc4)cs3)c(=O)oc12 | . | . | . | -8.6% | 4.1% | 4.1 | .
COC(=O)c1ccccc1NC(=O)c1ccc2c(c1)CCN2S(C)(=O)=O | . | . | . | -18.4% | 10.2% | -15.5 | .
O=[S+]([O-])(c1ccccc1)c1nnn2c1nc(N1CCC(F)CC1)c1ccccc12 | . | 3.3% | i | 16.6% | 9.0% | -2.7 | i
CN(C(=O)c1cc(-c2ccccc2C(F)(F)F)nc2c1cnn2C)c1ccccc1 | . | . | ? | . | . | -2.6 | ?
C#CCNC(=O)C1CCCN1c1nc2ncccc2o1 (centres undefined) | 2.8%[172 µM] | i | -2.4%[172 µM] | -24.4%[87.6 µM] | 6.1%[87.6 µM] | 6.0 | -16.2%[138 µM]
CCC(=O)N1Cc2ccccc2CC2(CCCCN2Cc2ccccn2)C1 (centres undefined) | . | 3.5% | -22.6% | -5.1% | 0.8% | -5.1 | -5.6%
CCCCc1cc(C[C@H]2CNCC[C@H]2CC(=O)N2CCC(Cc3ccccc3)CC2)no1 | -0.3% | 0.0% | ? | -7.7% | ? | 2.7 | 28.2µM*
COc1ccc(NC(=O)c2cc(C(C)(C)C)nc3c2cnn3C)cc1 | . | -8.3%[88.5 µM] | 63.1µM* | -3.0%[87.6 µM] | -9.1%[87.6 µM] | 1.5 | ?
CC(=O)c1nnn(-c2ccc(C)cc2Cl)c1C | . | . | . | -5.7% | 5.1% | 11.2 | .
COCC(=O)N1CCc2cc(-c3csc(NC(=O)c4cc(OC)cc(OC)c4)n3)ccc21 | . | i | . | . | -7.6% | -9.5 | .
CCOCCCNC(=O)c1cccc(-c2ccc(OC)nn2)c1 | . | . | -19.4%[172 µM] | . | . | 18.2 | ?
O=C(NC1CCc2n[nH]c(=O)n2CC1)c1ccoc1 (centres undefined) | 1.5% | -9.1% | i | 9.7% | 7.8% | -5.2 | -2.7%
CN1C(=O)CC(C(=O)O)C12CCN(C(=O)Cc1cccc(F)c1)CC2 (centres undefined) | 5.9% | 3.1% | -4.3% | 9.0% | -10.7% | 3.1 | 4.0%
COc1cccc(C(=O)NC(C(=O)N2CCCCC2)C2CCN(C(=O)c3ccc(F)cc3)CC2)c1 (centres undefined) | -0.5% | i | i | -10.0% | -8.6% | -4.4 | -1.9%
CN(C)c1nc2c(c(=O)[nH]1)CCN(Cc1ccccc1Br)CC2 | 7.5% | 3.5% | -0.1% | -11.4% | -6.6% | 7.3 | -6.3%
Nc1ncccc1CN1CC[C@@H]2OCC(=O)N(Cc3ccccc3)[C@H]2CC1 | -5.4%[172 µM] | -23.5%[88.5 µM] | -37.1%[172 µM] | ? | -9.6%[87.6 µM] | 2.9 | ?
CCNc1ncnc2sc3c(c12)CCN(S(=O)(=O)c1ccccc1)C3 | -5.5% | i | 0.0% | -12.5% | -26.6% | 4.9 | -23.0%
COc1ccc2[nH]c(C(=O)N3C[C@@H](Oc4ccccc4)C[C@H]3C(=O)N3CCCC3)cc2c1 | -13.5% | i | -2.9% | 44.7%[activator] | 14.3% | 8.8 | -4.0%
Cc1ccc(C(=O)c2oc3ccccc3c2NC(=O)c2cc(-c3ccc(Cl)cc3)on2)cc1 | . | . | . | 12.8% | 2.6% | 5.8 | .

# Other entries follow:
smiles | FLuc inh | GPT2 inh | HEK cytotox | SNCA expr inh | SNCA viab count | IP6K1 inh | 3T3 cytotox
Cn1ccc(C(=O)N2CC3ON=C(C(=O)N4CCN(c5ncccn5)CC4)C3C2)n1 (centres undefined) | . | ? | i | 5.8% | 7.5% | -15.1 | i
CN(Cc1cccnc1)c1nc2c(c(=O)[nH]1)CCN(Cc1ccc3[nH]ccc3c1)CC2 | 7.8% | i | -1.1% | -13.6% | 1.2% | 13.1 | -6.6%
O=C(Cc1ccccc1)Nc1ccnn1C1CCN(Cc2cccn2-c2ccccn2)CC1 | -5.1% | i | -2.1% | -8.7% | ? | 7.7 | 4.1%
CCOC(=O)c1c(NC(=O)COc2ccc(Cl)cc2C)sc(C(C)=O)c1C | . | . | . | 1.9% | -10.8% | 6.0 | .
CN(C)C(=O)c1cccnc1OC1CCN(S(=O)(=O)Cc2ccc(Cl)cc2)C1 (centres undefined) | -7.3% | -2.7% | ? | -9.1% | -0.1% | 2.7 | -11.3%
COc1ccc(Br)c2c1-c1nc(NC(=O)c3cccc(C)c3)sc1C2 | . | . | . | 17.7% | -3.5% | 12.5 | .
NCC(=O)N1CCCC2(Cc3ccccc3CN2C(=O)c2cccc(Cl)c2)C1 (centres undefined) | . | i | 70.8µM* | 2.6% | -19.6% | -2.7 | ?
CN(Cc1cc(-c2ccccc2)n[nH]1)C(=O)c1cn(Cc2ccc(F)cc2Cl)nn1 | -13.3% | i | ? | 1.9% | -6.6% | -4.9 | ?
Cc1cc(Nc2ccc(C)c(Cl)c2)n2nc(Cc3ccccc3)nc2n1 | . | . | . | ? | 3.4% | -5.1 | .
CN1CC(c2ccccc2)CC2(CCN(C(=O)C3CCOCC3)CC2)C1 (centres undefined) | 3.0% | -8.7% | -5.7% | -10.2% | -8.1% | 1.5 | 1.8%
O=C(c1ccc2nc(-c3ccccn3)oc2c1)N1CCCCC1 | . | -27.1%[88.5 µM] | 28.2µM* | ? | 4.0%[87.6 µM] | -6.6 | 20µM*
CCn1c(CN2CCCN(c3ncccn3)CC2)nnc1C1CC(N)C1 (centres undefined) | -1.3% | ? | -5.0% | -18.9% | -4.8% | 13.2 | -7.2%

# Screening data deposited in PubChem BioAssay by National Center for Advancing Translational Sciences (NCATS).
